IkB signaling: IkB pathway inhibition in ABC-DLBCL cells. AID 445. Potency, µM (titrated, usually from 57.1 µM), inactives show at the highest dose IkBa stabilization activation. 110,000 tested, 0.04% active. ABC-DLBCL IkBa-CBG/CBR dual luciferase ratio, 4 h; response scale: scaled: untreated 0%, proteasome inhibitor 100%; active = well fitted curve in the direction sought with a large enough effect in the signal ratio, not every such curve was filed as active; inconclusive = small, poorly fitted or top-dose-only effect, or a change in a side signal; the % refers to the signal ratio;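 note: the direction sought is a rising ratio; 0% = basal untreated cells and 100% = reference inhibitor full response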
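In this assay, an IκBα–CBG68 fusion accumulates when IKK-driven degradation is blocked; native CBR normalizes for cell number. OCI-Ly3 cells were treated 4 h with compound and doxycycline, then green and red light read after Chroma-Glo addition.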
Imprint erasure: inducers of genomic imprint erasure in mouse ES cells; Potency, µM (doses to about 60.7 µM), without a hit: at the highest dose activity change, positive = activation, most hits filed as activators; 110,000 tested, 0.02% active; AID 1948; mouse ES Peg3-LacZ reporter, beta-gal luminescence, 40 h;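 note: 0% = negative control wells on the plate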
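Imprint erasure is scored as LacZ activity from the silenced maternal Peg3 allele in feeder-free female ES cells cultured 40 h with LIF. Luminescence is normalized to in-plate negative controls and fitted to the Hill equation.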
p53ts 39C tox: p53ts cell cytotoxicity, nonpermissive temperature; H1299-p53A138V viability at 39C, ATP luminescence, 24 h; Potency, µM (series often up to 46.1 µM), for inactives: at the top dose activity change, negative = cell killing, most hits filed as cytotoxic; 130,000 tested, 1.5% active; AID 902; note: nearly all actives have a fitted effect of over 55% in size
p53ts 32C kill: p53ts cell cytotoxicity, permissive temperature. H1299-p53A138V at 32C, ATP luminescence viability, 24 h. Potency, µM (highest dose often 46.1 µM), for inactives: top-dose activity change, negative = cytotoxicity, usual class: cytotoxic. 130,000 tested, 0.93% active;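 note: 0% = DMSO and -100% = full killing by reference compound; nearly all actives have a fitted effect of over 55% in size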
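Cells: H1299 p53ts (A138V), 600/well, pre-incubated 16–30 h at 37C. Cpd up to 46 uM, 24 h, 32C. Readout: ATPlite luminescence, 20 min RT. Normalization: DMSO vs tamoxifen 100 uM. AC50 by Hill equation.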
Active calls of the source: *; [ ] = another dose, or the depositor's remark. Unless noted, calls come from the whole dose curve; as a rule, active = well fitted curve in the direction sought with a large enough effect; inconclusive = small, poorly fitted or top-dose-only effect, or another doubt; inactive = no such curve, though single readings can be large; an effect the other way counts as inactive or inconclusive. Unless noted, % is set by controls: 0 for no effect and ±100 for the full control effect; potency is the fitted concentration of half-maximal effect.

Results for COc1ccc(NC(=O)CSc2nnc(CN3CCOCC3)n2-c2ccccc2)cc1Cl ?
IkB signaling: 1.1%; Imprint erasure: -19.2%; p53ts 39C tox: 12.5%; p53ts 32C kill: 7.5%

Results for Oc1c(CN2CCOCC2)ccc(CN2CCOCC2)c1O ?
IkB signaling: 2.5%[11.4 µM]; Imprint erasure: -6.4%[10.9 µM]; p53ts 39C tox: 3.0%[9.22 µM]; p53ts 32C kill: -1.1%[9.22 µM]

Results for O=C(CSc1nc2c([nH]c3ccccc32)c(=O)n1-c1ccc(F)cc1)NCc1ccco1 ?
IkB signaling: 3.3%; Imprint erasure: inconclusive; p53ts 39C tox: -25.2%; p53ts 32C kill: 2.9%

Results for O=C(/C=C/c1cn(CC(O)CN2CCc3ccccc32)c2ccccc12)c1ccc(Br)cc1 (stereo unspecified) ?
IkB signaling: 1.3%; Imprint erasure: -11.0%[10.9 µM]; p53ts 39C tox: -25.0%; p53ts 32C kill: 5.9%

How did O=C1CC(c2nc3ccccc3[nH]2)CN1c1cccc(Cl)c1 (stereo unspecified) do in these assays?
IkB signaling: inconclusive; Imprint erasure: -2.1%[10.9 µM]; p53ts 39C tox: -27.7%; p53ts 32C kill: -4.0%

What do the screens show for `CN1CCN(c2cc(=O)n(-c3ccc(Cl)cc3)c(=O)[nH]2)CC1`?
IkB signaling: 7.6%; Imprint erasure: 9.0%; p53ts 39C tox: 0.9%; p53ts 32C kill: 9.3%

Results for Cc1c(C(=O)OCC(=O)c2ccc3c(c2)OCCO3)oc2ccccc12 ?
IkB signaling: inconclusive; Imprint erasure: 11.8%; p53ts 39C tox: 10.7%; p53ts 32C kill: 3.1%

How did CCOC(=O)N1CCC(NC(=O)Cn2c3c(c(-c4ccccc4Cl)cc2=O)CCC3)CC1 do in these assays?
IkB signaling: 4.8%; Imprint erasure: -24.8%; p53ts 39C tox: 8.9%; p53ts 32C kill: 3.5%

Results for COC(=O)[C@@]1(Cc2ccc(F)cc2)[C@H]2c3cc(C(=O)N4CCCC4)n(CCc4ccc(OC)c(Br)c4)c3C[C@H]2CN1C(=O)c1ccccc1 ?
Imprint erasure: -16.5%; p53ts 39C tox: 0.3%; p53ts 32C kill: 11.7%

What do the screens show for `CCOC(=O)c1c(C)[nH]c(C(=O)COC(=O)c2cnc(C)cn2)c1C`?
IkB signaling: 2.6%; Imprint erasure: -8.6%; p53ts 39C tox: -6.7%; p53ts 32C kill: 3.7%

What do the screens show for `Cc1csc(NC(=O)CSc2nnnn2C)n1`?
p53ts 39C tox: 14.5%; p53ts 32C kill: 2.8%

How did CCCCN(C(=O)NC(=O)C1=C(N2CCOCC2)/C(=C/c2ccccc2)CC1)S(C)(=O)=O do in these assays?
IkB signaling: 1.5%; Imprint erasure: -20.0%; p53ts 39C tox: -9.7%; p53ts 32C kill: 1.4%

How did CC1(C(=O)NCCc2c[nH]c3ccccc23)C=CCN1C(=O)c1ccccc1 (stereo unspecified) do in these assays?
Imprint erasure: -3.8%; p53ts 39C tox: 8.2%; p53ts 32C kill: 7.8%

What do the screens show for `CCOC(=O)c1[nH]c(=O)[nH]c1COC(=O)c1cc2ccccc2o1`?
IkB signaling: -0.6%; Imprint erasure: inconclusive; p53ts 39C tox: 5.8%; p53ts 32C kill: -4.7%

Results for O=C(CSc1ccnc(=O)[nH]1)NCc1ccc(F)cc1 ?
IkB signaling: 1.2%; Imprint erasure: -6.0%[10.9 µM]; p53ts 39C tox: -27.4%; p53ts 32C kill: -2.9%

Results for COC(=O)c1ccccc1NC(=O)c1cnn2c(C(F)F)cc(C3CC3)nc12 ?
IkB signaling: -1.2%; Imprint erasure: -7.8%; p53ts 39C tox: -4.5%; p53ts 32C kill: -4.3%

How did CCOC(=O)c1nnn(-c2nonc2-n2cccc2)c1CN1CCC(C)CC1 do in these assays?
IkB signaling: inconclusive; Imprint erasure: -14.4%; p53ts 39C tox: 2.4%; p53ts 32C kill: -23.8%

Results for Cc1cc(NC(=O)c2cnn3cccnc23)n(-c2ccccc2)n1 ?
IkB signaling: -3.3%; Imprint erasure: -15.2%; p53ts 39C tox: -1.6%; p53ts 32C kill: 10.7%

How did O=C(NCc1ccccn1)c1ccc(Cl)cc1Cl do in these assays?
IkB signaling: -1.2%; Imprint erasure: -17.9%; p53ts 39C tox: -6.6%; p53ts 32C kill: -17.4%

Results for CC(=O)N1CCN(C(=O)CCc2c[nH]c3ccccc23)CC1 ?
IkB signaling: -0.4%; Imprint erasure: -20.9%; p53ts 39C tox: -6.6%; p53ts 32C kill: -0.7%

How did CC(C)(C)OC(=O)N1CCOCCOCCN(C(=O)OC(C)(C)C)CCOCC1 do in these assays?
IkB signaling: 0.1%; Imprint erasure: -3.3%; p53ts 39C tox: -0.3%; p53ts 32C kill: -2.7%

Results for CCn1c(COc2ccccc2)nnc1SCC(=O)Nc1cc(OC)ccc1OC ?
IkB signaling: 1.5%; Imprint erasure: -23.0%; p53ts 39C tox: -8.4%; p53ts 32C kill: -2.5%

What do the screens show for `COc1cc(OC)cc(C(=O)Nc2cc(-c3nc4cccnc4s3)ccc2C)c1`?
IkB signaling: inconclusive; Imprint erasure: -14.5%[10.9 µM]; p53ts 39C tox: -14.0%; p53ts 32C kill: 6.5%

What do the screens show for `Clc1ccccc1C(Nc1cnccn1)Nc1cnccn1`?
IkB signaling: 3.0%[11.4 µM]; Imprint erasure: -10.6%[10.9 µM]; p53ts 39C tox: 2.8%[9.22 µM]; p53ts 32C kill: 1.2%[9.22 µM]

How did COc1ccc(N2C(=O)CC(Cc3ccccc3)C2=O)cc1 (stereo unspecified) do in these assays?
IkB signaling: inconclusive; Imprint erasure: -1.0%; p53ts 39C tox: 10.7%; p53ts 32C kill: 0.0%

Results for Cc1ccc(-n2ncc3c(N4CCN(Cc5ccccc5)CC4)ncnc32)cc1 ?
IkB signaling: inconclusive; Imprint erasure: -17.6%[10.9 µM]; p53ts 39C tox: -25.5%; p53ts 32C kill: -3.1%

How did O=C(O)c1ccccc1C(=O)OCc1ccccc1 do in these assays?
IkB signaling: -1.0%; Imprint erasure: -31.3%[inhibitor]; p53ts 39C tox: -2.9%; p53ts 32C kill: 7.3%

What do the screens show for `CCCCOc1ccc(NC(=O)CN2CCN(C(=O)OCC)CC2)cc1`?
IkB signaling: 1.0%; Imprint erasure: -17.7%; p53ts 39C tox: 2.0%; p53ts 32C kill: 3.6%

Results for Cc1cc(C)cc(-c2nnc(SCC(=O)NCc3cccs3)o2)c1 ?
IkB signaling: 0.9%; Imprint erasure: -7.0%; p53ts 39C tox: -1.2%; p53ts 32C kill: -2.5%

How did CCOC(=O)CSc1nc2c(sc3ccccc32)c(=O)n1CCc1ccccc1 do in these assays?
IkB signaling: inconclusive; Imprint erasure: -14.3%[10.9 µM]; p53ts 39C tox: -17.4%; p53ts 32C kill: -3.4%

Results for CC1OC23CCCCC2C(C#N)(C(=N)O3)C1(C#N)C#N (stereo unspecified) ?
p53ts 39C tox: 13.3%; p53ts 32C kill: 3.4%

Results for CCCS(=O)(=O)N1CCCC(C(=O)NCCc2ccc(OC)c(OC)c2)C1 (stereo unspecified) ?
IkB signaling: 6.3%; Imprint erasure: -8.9%; p53ts 39C tox: -6.6%; p53ts 32C kill: -6.0%

Results for COc1cccc(-c2nc(CS(=O)CC(=O)NCCCOC(C)C)c(C)o2)c1 (stereo unspecified) ?
IkB signaling: 0.6%; Imprint erasure: -12.9%; p53ts 39C tox: 3.2%; p53ts 32C kill: 2.4%

What do the screens show for `O=C1CCCC2=C1C1(CCCC1)N=C(Nc1nc3ccccc3o1)N2`?
IkB signaling: inconclusive; Imprint erasure: 11.3%; p53ts 39C tox: 7.9%; p53ts 32C kill: 7.9%

How did Cc1cc(-n2c(C)cc(C(=O)CN3C(=O)NC4(CCCCC4C)C3=O)c2C)no1 (stereo unspecified) do in these assays?
IkB signaling: 1.7%; Imprint erasure: -12.4%; p53ts 39C tox: -7.0%; p53ts 32C kill: 5.6%

How did COc1ccc(S(=O)(=O)N2CCC(n3cnc4cc(C(F)(F)F)ccc43)CC2)cc1 do in these assays?
IkB signaling: inconclusive; Imprint erasure: -15.1%; p53ts 39C tox: -3.0%; p53ts 32C kill: 11.5%

Results for COc1ccccc1N1CCN(CCc2n[nH]c(=S)n2-c2ccccc2)CC1 ?
IkB signaling: 4.4%; Imprint erasure: -11.5%; p53ts 39C tox: 0.6%; p53ts 32C kill: -3.5%

Results for COc1ccc(C)cc1C(=O)C1CC(C(=O)O)C(C)(C)C1C (stereo unspecified) ?
IkB signaling: -1.1%; Imprint erasure: 2.0%; p53ts 39C tox: -7.4%; p53ts 32C kill: 2.4%

Results for CSc1nnnn1CCn1nnnc1SC ?
IkB signaling: -0.7%; Imprint erasure: 2.3%; p53ts 39C tox: -10.8%; p53ts 32C kill: -3.1%

Results for O=C(Nc1cccc(Cl)c1)C1CCCN(S(=O)(=O)c2cnc[nH]2)C1 (stereo unspecified) ?
IkB signaling: 0.2%; Imprint erasure: -0.2%; p53ts 39C tox: 16.7%; p53ts 32C kill: -3.2%

What do the screens show for `CCOc1ccc(NCCC(=O)c2ccc3c(c2)OCO3)cc1`?
IkB signaling: 1.4%; Imprint erasure: -10.2%; p53ts 39C tox: -6.3%; p53ts 32C kill: -5.2%

What do the screens show for `COC(=O)C(C)Sc1nnc(Cc2cc(=O)[nH]c(=O)[nH]2)n1-c1ccc(Cl)cc1` (stereo unspecified)?
IkB signaling: -0.4%; Imprint erasure: -0.7%; p53ts 39C tox: 8.3%; p53ts 32C kill: -1.8%

How did CCCN(CCC)C(=O)Cn1c(=O)n(-c2cccc(C(F)(F)F)c2)c(=O)c2c(C)c(C)sc21 do in these assays?
IkB signaling: inconclusive; Imprint erasure: 2.0%[10.9 µM]; p53ts 39C tox: -0.2%; p53ts 32C kill: 8.7%

Results for CCc1ccc(NC(=O)C2CCN(S(=O)(=O)c3c(C)noc3/C=C/c3cccs3)CC2)cc1 ?
IkB signaling: inconclusive; Imprint erasure: -8.8%[10.9 µM]; p53ts 39C tox: 1.6%; p53ts 32C kill: 4.9%

Results for O=C(O)CN(c1ccccc1F)S(=O)(=O)c1ccccc1 ?
p53ts 39C tox: 4.3%; p53ts 32C kill: -4.8%

How did CCOC(=O)Cn1nc(-c2ccccc2)c2cnc3ccc(OCC)cc3c21 do in these assays?
IkB signaling: 1.1%; Imprint erasure: -16.1%[10.9 µM]; p53ts 39C tox: -3.5%; p53ts 32C kill: -5.7%

What do the screens show for `COc1ccc(NC(=O)c2ccco2)cc1N`?
IkB signaling: 6.9%; Imprint erasure: -50.3%[inhibitor]; p53ts 39C tox: inconclusive; p53ts 32C kill: inconclusive

What do the screens show for `CCOC(=O)Cc1csc(NC(=O)COc2ccc(OC)cc2)n1`?
IkB signaling: 12.1%; Imprint erasure: -12.5%; p53ts 39C tox: inconclusive; p53ts 32C kill: -20.4%

How did Cc1ccc(N(C(=O)c2ccc3c(c2)OCO3)C2C=CS(=O)(=O)C2)cc1 (stereo unspecified) do in these assays?
IkB signaling: -1.6%; Imprint erasure: -2.0%; p53ts 39C tox: -7.1%; p53ts 32C kill: 13.4%

How did Cc1ccc2c(c1)N(CC(=O)c1cccc(Cl)c1)C(=O)C(C)O2 (stereo unspecified) do in these assays?
IkB signaling: 0.5%; Imprint erasure: -2.2%; p53ts 39C tox: -4.3%; p53ts 32C kill: 0.8%

Results for CCc1nc(SCC(=O)Nc2cc(C)on2)c2c(C)c(C)sc2n1 ?
IkB signaling: -0.6%; Imprint erasure: -0.9%; p53ts 39C tox: 5.2%; p53ts 32C kill: 10.0%

Results for Cc1ccccc1-n1nnnc1-c1ccccc1 ?
IkB signaling: 1.4%; Imprint erasure: -10.6%; p53ts 39C tox: 21.6%; p53ts 32C kill: 7.7%

Screening results deposited in PubChem BioAssay by National Center for Advancing Translational Sciences (NCATS).
